CHRM5 PAM – CHRM5 positive allosteric modulation; activation, % at 3 µM; CHO-K1 hM5, Fluo-8 calcium, ACh EC20 PAM; 0% = ACh EC20, 100% = ACh EC100; 360,000 tested, 0.3% active;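 active = activation above the run cutoff, the mean activation of all test compounds plus 3 SD, cut at about 18% in these data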
Target sequence (P08912 whole entry, looked up): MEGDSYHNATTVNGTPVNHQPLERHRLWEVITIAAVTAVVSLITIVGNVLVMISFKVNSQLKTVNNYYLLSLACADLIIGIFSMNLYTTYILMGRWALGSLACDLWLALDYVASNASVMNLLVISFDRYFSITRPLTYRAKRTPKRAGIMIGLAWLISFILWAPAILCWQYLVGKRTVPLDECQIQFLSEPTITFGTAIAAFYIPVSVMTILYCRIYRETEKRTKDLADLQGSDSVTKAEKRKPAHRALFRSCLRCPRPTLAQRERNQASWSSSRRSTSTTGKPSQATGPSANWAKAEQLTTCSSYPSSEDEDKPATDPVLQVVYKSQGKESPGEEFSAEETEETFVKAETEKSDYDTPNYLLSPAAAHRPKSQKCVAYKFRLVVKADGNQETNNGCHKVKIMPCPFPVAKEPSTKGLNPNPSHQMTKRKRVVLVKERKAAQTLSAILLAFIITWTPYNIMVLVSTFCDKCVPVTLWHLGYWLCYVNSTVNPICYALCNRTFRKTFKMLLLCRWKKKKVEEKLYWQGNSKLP
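System – CHO-K1 hM5 cells · Compound – 3 µM, single dose · Incubation – compound preincubation 140 s before EC20 acetylcholine addition · Technique – Fluo-8 calcium fluorescence · Measure – Max/basal fluorescence ratio as % of EC20–EC100 ACh window · Benchmarks – low control EC20 acetylcholine (0%), high control EC100 acetylcholine (100%) · Replication – singlicate, one well per test compound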
CHRM5 antagonist – blocks acetylcholine activation of human M5 receptor; P08912; CHO-hM5 cells, Fluo-8 calcium fluorescence, ACh EC80; inhibition, % at 3 µM; 360,000 tested, 0.59% active;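 active = inhibition above a per-plate cutoff, the mean of that plate's test compounds plus 3 SD, cut at about 27% in these data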;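 also: 0% = acetylcholine EC80 with DMSO and 100% = DMSO without agonist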
M1 antag – blocks human M1 muscarinic receptor; CHO-K1 hM1, Fluo-8 calcium fluorescence, ACh EC80 antagonist; inhibition, % at 3 µM; 360,000 tested, 1.3% active;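 active = percent inhibition above its own plate's cutoff, namely the mean of that plate's compound wells plus 3 SD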;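 also: peak over basal fluorescence ratio during 140 s after agonist addition; 0% = ACh EC80 plus DMSO and 100% = DMSO alone without agonist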
Target sequence (P11229 whole entry, looked up): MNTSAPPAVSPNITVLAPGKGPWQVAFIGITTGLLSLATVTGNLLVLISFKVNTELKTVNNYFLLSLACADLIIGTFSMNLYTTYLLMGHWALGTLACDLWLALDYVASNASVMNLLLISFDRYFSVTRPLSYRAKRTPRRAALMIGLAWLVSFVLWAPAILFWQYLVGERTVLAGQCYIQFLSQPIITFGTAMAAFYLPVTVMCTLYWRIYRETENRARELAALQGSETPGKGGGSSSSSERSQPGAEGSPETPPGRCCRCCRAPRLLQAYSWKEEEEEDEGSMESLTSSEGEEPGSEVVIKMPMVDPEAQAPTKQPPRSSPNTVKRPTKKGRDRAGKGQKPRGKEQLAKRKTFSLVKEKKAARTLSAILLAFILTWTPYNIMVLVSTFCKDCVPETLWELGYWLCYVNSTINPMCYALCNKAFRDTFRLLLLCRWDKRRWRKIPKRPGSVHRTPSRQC
CHRM4 antagonist – blocks acetylcholine activation of human M4 receptor; CHO-hM4 cells, ACh EC80, Fluo-8 calcium fluorescence; inhibition, % at 3 µM; 360,000 tested, 0.73% active; P08173;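 active = inhibition above its plate's cutoff, the mean inhibition of sample wells plus 3 SD, cut at about 27% in these data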;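 also: 0% = acetylcholine EC80 with DMSO and 100% = DMSO without agonist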
CHRM5 agonist – CHRM5 agonism in calcium assay | activation, % at 3 µM | AID 624037 | CHO-K1 hM5 cells, Fluo-8 calcium fluorescence; 0% DMSO wells, 100% maximal acetylcholine response | 360,000 tested, 0.19% active;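 active = activation above the run's mean over test compounds plus 3 SD, cut at about 23% in these data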;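 also: signal is peak over basal fluorescence ratio across the kinetic read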
CHRM4 agonist – CHRM4 agonism in calcium assay; CHO-K1 hM4/Gqi5, Fluo-8 calcium fluorescence; vehicle 0%, full acetylcholine response 100%; activation, % at 3 µM; 360,000 tested, 0.14% active; AID 624127;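 active = activation above the run mean over all test wells plus 3 SD, cut at about 32% in these data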;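 also: peak over basal fluorescence ratio per well then scaled between controls; 0% = DMSO wells and 100% = acetylcholine at EC100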
TAAR1 agonist – agonists of human TAAR1. Q96RJ0. CHO RD-HGA16 TAAR1, Fluo-8 calcium fluorescence; vehicle wells 0%, saturating PEA agonist 100%. activation, % at 3 µM. 360,000 tested, 0.99% active. AID 624467;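 active = activation above the mean activation of all test compounds in the run plus 3 SD, cut at about 38% in these data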
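Assay system: CHO-derived RD-HGA16 cells with stable Gα16 and human TAAR1; timing: 17-24 h seeding, 75 min 37 °C dye, 30 min RT; read-out: % activation from peak over basal fluorescence ratio, DMSO-to-PEA scaled; measured by: kinetic Fluo-8 calcium fluorescence; benchmarks: low control DMSO, high control PEA (EC100); doses: 3 µM single concentration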
M1 ag – activates human CHRM1 receptor; activation, % at 3 µM; 360,000 tested, 0.33% active; CHO-K1 hM1, Fluo-8 calcium fluorescence, agonist mode; 0% DMSO, 100% acetylcholine EC100; P11229;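 active = activation above the run's mean compound activation plus 3 SD, cut at about 16% in these data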;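 also: peak over basal fluorescence ratio within a 140 s kinetic read after compound addition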
M1 PAM – human CHRM1 positive allosteric modulation | AID 588819 | 360,000 tested, 0.088% active | activation, % at 3 µM | CHO-K1 hM1, Fluo-8 calcium fluorescence, ACh EC20; 0% = ACh EC20, 100% = maximal ACh | P11229; in the data active = activation above about 19%, passing the limit was not always enough
Numbers without * were called inactive. Only part of the results is shown. The share of hits here may be higher or lower than overall.

Start of the data: the first 5 entries, to show the layout:
Screening Cc1cc(NC(=O)Cn2c(=O)n(Cc3ccccc3)c(=O)c3ccccc32)no1 returned CHRM5 PAM 5, CHRM5 antagonist -8, M1 antag -5, CHRM4 antagonist -14, CHRM5 agonist -2, CHRM4 agonist 1, TAAR1 agonist 3, M1 ag -4 and M1 PAM 10.
`COC1OC2COC(c3ccccc3)OC2C(=O)C1NC(=O)c1ccccc1` (stereo unspecified) gave CHRM5 PAM -6, CHRM5 antagonist 15, M1 antag -6, CHRM4 antagonist -5, CHRM5 agonist -2, CHRM4 agonist 1, TAAR1 agonist 0, M1 ag -2 and M1 PAM 3.
Screening COc1ccc(Cl)cc1NC(=O)C/C(C)=N/NC(=O)CC#N returned CHRM5 PAM 4, CHRM5 antagonist 0, M1 antag -18, CHRM4 antagonist -2, CHRM5 agonist -2, CHRM4 agonist 0, TAAR1 agonist 12, M1 ag -3 and M1 PAM 1.
For CCOC(=O)C1(Cc2cccc(OC)c2)CCCN(Cc2cc(OC)c(O)c(OC)c2)C1 (stereo unspecified) the results were CHRM5 PAM 0, CHRM5 antagonist -2, M1 antag -11, CHRM4 antagonist 0, CHRM5 agonist -2, CHRM4 agonist 0, TAAR1 agonist 1, M1 ag -2 and M1 PAM 4.
For CC(=O)Nc1cccc(C(=O)OCC(=O)NNC(=O)c2ccc([N+](=O)[O-])cc2)c1 the results were CHRM5 PAM 8, CHRM5 antagonist -3, M1 antag -2, CHRM4 antagonist -7, CHRM5 agonist 3, CHRM4 agonist 0, TAAR1 agonist 4, M1 ag -2 and M1 PAM 2.

Main list, from the first entry:
Screening Cc1cc(NC(=O)Cn2c(=O)n(Cc3ccccc3)c(=O)c3ccccc32)no1 returned CHRM5 PAM 5, CHRM5 antagonist -8, M1 antag -5, CHRM4 antagonist -14, CHRM5 agonist -2, CHRM4 agonist 1, TAAR1 agonist 3, M1 ag -4 and M1 PAM 10.
`COC1OC2COC(c3ccccc3)OC2C(=O)C1NC(=O)c1ccccc1` (stereo unspecified) gave CHRM5 PAM -6, CHRM5 antagonist 15, M1 antag -6, CHRM4 antagonist -5, CHRM5 agonist -2, CHRM4 agonist 1, TAAR1 agonist 0, M1 ag -2 and M1 PAM 3.
Screening COc1ccc(Cl)cc1NC(=O)C/C(C)=N/NC(=O)CC#N returned CHRM5 PAM 4, CHRM5 antagonist 0, M1 antag -18, CHRM4 antagonist -2, CHRM5 agonist -2, CHRM4 agonist 0, TAAR1 agonist 12, M1 ag -3 and M1 PAM 1.
For CCOC(=O)C1(Cc2cccc(OC)c2)CCCN(Cc2cc(OC)c(O)c(OC)c2)C1 (stereo unspecified) the results were CHRM5 PAM 0, CHRM5 antagonist -2, M1 antag -11, CHRM4 antagonist 0, CHRM5 agonist -2, CHRM4 agonist 0, TAAR1 agonist 1, M1 ag -2 and M1 PAM 4.
For CC(=O)Nc1cccc(C(=O)OCC(=O)NNC(=O)c2ccc([N+](=O)[O-])cc2)c1 the results were CHRM5 PAM 8, CHRM5 antagonist -3, M1 antag -2, CHRM4 antagonist -7, CHRM5 agonist 3, CHRM4 agonist 0, TAAR1 agonist 4, M1 ag -2 and M1 PAM 2.
Screening COc1ccc(C2(C)NC(=O)N(CC(=O)Nc3ccc(Br)cc3F)C2=O)cc1OC (stereo unspecified) returned CHRM5 PAM -2, CHRM5 antagonist 7, M1 antag 3, CHRM4 antagonist 18, CHRM5 agonist 0, CHRM4 agonist 6, TAAR1 agonist 4, M1 ag 0 and M1 PAM 0.
N/C(=N\OC(=O)c1cc(-c2ccccc2)nc2ccccc12)c1ccccn1 was read as CHRM5 PAM 2, CHRM5 antagonist -9, M1 antag -7, CHRM4 antagonist -4, CHRM5 agonist 3, CHRM4 agonist 1, TAAR1 agonist 3, M1 ag -4 and M1 PAM 11.
`O=C1C=C(OCc2ccccc2)CN1` gave CHRM5 PAM 8, CHRM5 antagonist -4, M1 antag -3, CHRM4 antagonist -7, CHRM5 agonist -1, CHRM4 agonist 0, TAAR1 agonist 7, M1 ag -3 and M1 PAM 2.
`CCOC(=O)N1CCN(Cc2nc3c(c(=O)[nH]c(=O)n3C)n2CCCc2ccccc2)CC1` gave CHRM5 PAM 0, CHRM5 antagonist 1, M1 antag 1, CHRM4 antagonist -9, CHRM5 agonist 2, CHRM4 agonist 2, TAAR1 agonist 6, M1 ag -4 and M1 PAM 2.
For Cc1ccc(C(C)C)cc2c(C)ccc1-2 the results were CHRM5 PAM 0, CHRM5 antagonist 2, M1 antag -19, CHRM4 antagonist 16, CHRM5 agonist 0, CHRM4 agonist 0, TAAR1 agonist -1, M1 ag -3 and M1 PAM 2.
COc1ccc(OCCN2CCC(C(=O)NC(c3ccsc3)c3ccccc3C)CC2)cc1 (stereo unspecified) was read as CHRM5 PAM 1, CHRM5 antagonist -3, M1 antag -2, CHRM4 antagonist -13, CHRM5 agonist 2, CHRM4 agonist 16, TAAR1 agonist 10, M1 ag -1 and M1 PAM -5.
Screening COc1ccccc1N1CCN(C2CCCN(C(=O)CC(F)(F)F)C2)CC1 (stereo unspecified) returned CHRM5 PAM 1, CHRM5 antagonist -2, M1 antag -16, CHRM4 antagonist 11, CHRM5 agonist -1, CHRM4 agonist 1, TAAR1 agonist 6, M1 ag -6 and M1 PAM 10.
`CCOc1ccc(OCc2ccc(C(=O)N3CCCCC3)o2)cc1` gave CHRM5 PAM -10, CHRM5 antagonist 15, M1 antag -7, CHRM4 antagonist 6, CHRM5 agonist -2, CHRM4 agonist 3, TAAR1 agonist -2, M1 ag -1 and M1 PAM 2.
Screening CCN(C(=O)COC(=O)c1oc2ccc(OC)cc2c1C)C1CCS(=O)(=O)C1 (stereo unspecified) returned CHRM5 PAM 2, CHRM5 antagonist 2, M1 antag 25, CHRM4 antagonist 5, CHRM5 agonist -6, CHRM4 agonist 1, TAAR1 agonist 0, M1 ag -7 and M1 PAM -19.
`NC(=O)c1ncn([C@@H]2O[C@H](CNCc3ccc(-c4cc(C(F)(F)F)ccc4Cl)o3)[C@@H](O)[C@H]2O)n1` gave CHRM5 PAM 2, CHRM5 antagonist -9, M1 antag -17, CHRM4 antagonist -11, CHRM5 agonist 0, CHRM4 agonist 0, TAAR1 agonist 2, M1 ag -3 and M1 PAM 10.
For O=C(NCC1CCCO1)c1cncc(Br)c1 (stereo unspecified) the results were CHRM5 PAM 4, CHRM5 antagonist 0, M1 antag -7, CHRM4 antagonist 9, CHRM5 agonist -3, CHRM4 agonist 2, TAAR1 agonist -3, M1 ag -2 and M1 PAM 9.
COc1ccccc1NC(=O)Cn1cc(C(=O)C2CC2)c2ccccc21 was read as CHRM5 PAM 9, CHRM5 antagonist -7, M1 antag -13, CHRM4 antagonist -5, CHRM5 agonist 0, CHRM4 agonist 4, TAAR1 agonist 1, M1 ag 3 and M1 PAM 15.
`O=C(O)CCCNC(=O)c1cccc(C(=O)NCCCC(=O)O)n1` gave CHRM5 PAM -3, CHRM5 antagonist 0, M1 antag 6, CHRM4 antagonist 6, CHRM5 agonist 0, CHRM4 agonist 0, TAAR1 agonist 10, M1 ag -2 and M1 PAM 0.
For Cc1nnc(NC(=O)c2cccc(S(=O)(=O)N3CCCC3)c2)s1 the results were CHRM5 PAM 3, CHRM5 antagonist -6, M1 antag -6, CHRM4 antagonist 8, CHRM5 agonist -2, CHRM4 agonist 0, TAAR1 agonist 1, M1 ag -3 and M1 PAM 4.
Screening CNC(=O)Nc1ccc2snnc2c1 returned CHRM5 PAM -5, CHRM5 antagonist 4, M1 antag 17, CHRM4 antagonist 12, CHRM5 agonist 1, CHRM4 agonist 0, TAAR1 agonist 2, M1 ag -2 and M1 PAM -8.
`CN(C)c1cc[n+](CC(=O)Nc2ccccc2C(F)(F)F)cc1` gave CHRM5 PAM 7, CHRM5 antagonist -1, M1 antag -25, CHRM4 antagonist -7, CHRM5 agonist -2, CHRM4 agonist 2, TAAR1 agonist 0, M1 ag -8 and M1 PAM 10.
For COc1ccc(C(O)c2ncc(C(F)(F)F)cc2Cl)cc1 (stereo unspecified) the results were CHRM5 PAM -6, CHRM5 antagonist 11, M1 antag -14, CHRM4 antagonist -8, CHRM5 agonist 0, CHRM4 agonist 0, TAAR1 agonist 4, M1 ag -5 and M1 PAM 10.
Screening O=c1cc(CN2CCOCC2)c2c(ccc3ccccc32)o1 returned CHRM5 PAM -3, CHRM5 antagonist 6, M1 antag -3, CHRM4 antagonist 2, CHRM5 agonist -1, CHRM4 agonist 0, M1 ag -3 and M1 PAM 9.
`CC1CCCC(C)N1C(=O)CSc1ncccn1` (stereo unspecified) gave CHRM5 PAM 2, CHRM5 antagonist 3, M1 antag -3, CHRM4 antagonist 6, CHRM5 agonist -3, CHRM4 agonist 0, TAAR1 agonist 2, M1 ag -4 and M1 PAM 6.
For OCC1(Cc2ccccc2)CCCN(Cc2ccc3c(c2)OCCO3)C1 (stereo unspecified) the results were CHRM5 PAM -5, CHRM5 antagonist 3, M1 antag 17, CHRM4 antagonist 5, CHRM5 agonist -15, CHRM4 agonist 4, TAAR1 agonist 4, M1 ag -3 and M1 PAM -8.
For O=C(C[C@H]1C[C@@H]2c3cc(NC(=O)Nc4ccccc4F)ccc3O[C@@H]2[C@H](CO)O1)NCc1ccccn1 the results were CHRM5 PAM -4, CHRM5 antagonist 12, M1 antag -5, CHRM4 antagonist -7, CHRM5 agonist 1, CHRM4 agonist 0, TAAR1 agonist 3, M1 ag -4 and M1 PAM 10.
Cc1[nH][nH]c(=O)c1C(c1ccc(-c2ccc(Cl)cc2)o1)c1c(C)[nH][nH]c1=O was read as CHRM5 PAM -5, CHRM5 antagonist 13, M1 antag 1, CHRM4 antagonist 2, CHRM5 agonist -2, CHRM4 agonist 1, TAAR1 agonist 13, M1 ag -4 and M1 PAM -2.
Screening CCN(C(=O)COC(=O)c1cc(-c2ccccc2)nc2ccc(Br)cc12)C1CCS(=O)(=O)C1 (stereo unspecified) returned CHRM5 PAM 8, CHRM5 antagonist -11, M1 antag -11, CHRM4 antagonist -6, CHRM5 agonist 3, CHRM4 agonist 3, TAAR1 agonist 0, M1 ag -1 and M1 PAM 11.
Screening COc1ccc(CCNC(=O)Cc2cccs2)cc1 returned CHRM5 PAM 1, CHRM5 antagonist 0, M1 antag -8, CHRM4 antagonist -10, CHRM5 agonist 1, CHRM4 agonist 1, TAAR1 agonist -1, M1 ag -1 and M1 PAM 17.
For N#CCCN(C(=O)COC(=O)Cc1c[nH]c2ccccc12)c1ccccc1 the results were CHRM5 PAM 1, CHRM5 antagonist 3, M1 antag -21, CHRM4 antagonist -11, CHRM5 agonist 9, CHRM4 agonist 2, TAAR1 agonist 1, M1 ag 1 and M1 PAM 14.
`COc1ccc(S(=O)(=O)N(C)C2CCS(=O)(=O)C2)cc1OC` (stereo unspecified) gave CHRM5 PAM 5, CHRM5 antagonist -6, M1 antag -26, CHRM4 antagonist -6, CHRM5 agonist 2, CHRM4 agonist 3, TAAR1 agonist 2, M1 ag 3 and M1 PAM 17.

Bioassay records: PubChem, The Scripps Research Institute Molecular Screening Center
